# High-throughput results as filed in PubChem.
# MBNL1-CUG inh: qHTS Assay for Inhibitors of MBNL1-poly(CUG) RNA binding; Muscleblind-like protein 1 (Homo sapiens), Q9NR56; Potency, µM (top dose mostly 57.5 µM), without a hit: at the highest dose activity change, negative = inhibition, usual class: inhibitors; 280,000 tested, 0.036% active; TR-FRET MBNL1-His/biotin-(CUG)12 binding, 665/545 ratio; active = well fitted inhibition curve with a large enough effect in the signal ratio, with a control signal flat, not every such curve was filed as active; inconclusive = small, poorly fitted or top-dose-only effect, or effect the other way, or a change in a side signal; inactive = no such curve, though single readings can be large or run the other way; the % refers to the signal ratio; also: potency is read from the fitted curve at half-maximal effect; % is scaled to controls: 0 for no effect and ±100 for the full control effect
#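 TR-FRET readout: Ex 340 nm, 665/545 nm emission ratio, normalized to buffer-only (basal) and MBNL1-(CUG)12 controls. Complex of MBNL1-His with Biotin-(CUG)12, compounds 92 nM–58 uM, incubated 60 min at room temperature.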
# Rab9 promoter act: qHTS Assay for Rab9 Promoter Activators. Huh7 Rab9 promoter-luciferase reporter, luminescence, 24 h. Potency, µM (top dose mostly 9.22 µM), for inactives: at the highest dose activation, negative = inhibition, actives largely listed as activators. 320,000 tested, 2.8% active; also: potency is read from the fitted curve at half-maximal effect; % of control where 0% means no effect; nearly all actives have a fitted effect of over 60% in size
#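 Cell-based reporter: Huh7 stable for Rab9 promoter-driven luciferase, plated in reduced-serum medium with 10% FBS at 1500 cells/well, compound-treated 24 h at 37 °C, luminescence read after 10 min reagent.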
# FLuc counter: qHTS profiling assay for firefly luciferase inhibitor/activator using purifed enzyme and Km concentrations of substrates (counterscreen for miR-21 project); Potency, µM (series often up to 57.5 µM), inactives show at the highest dose activity change, negative = inhibition, hits mostly inhibitors; Luciferin 4-monooxygenase (Photinus pyralis), P08659; 360,000 tested, 6.9% active; purified FLuc, Km substrates, luminescence inhibition;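 also: potency is read from the fitted curve at half-maximal effect; plate controls were vehicle for no effect and reference inhibitor for full effect; nearly all actives have a fitted effect of over 55% in size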
# Target sequence (P08659 whole entry, looked up): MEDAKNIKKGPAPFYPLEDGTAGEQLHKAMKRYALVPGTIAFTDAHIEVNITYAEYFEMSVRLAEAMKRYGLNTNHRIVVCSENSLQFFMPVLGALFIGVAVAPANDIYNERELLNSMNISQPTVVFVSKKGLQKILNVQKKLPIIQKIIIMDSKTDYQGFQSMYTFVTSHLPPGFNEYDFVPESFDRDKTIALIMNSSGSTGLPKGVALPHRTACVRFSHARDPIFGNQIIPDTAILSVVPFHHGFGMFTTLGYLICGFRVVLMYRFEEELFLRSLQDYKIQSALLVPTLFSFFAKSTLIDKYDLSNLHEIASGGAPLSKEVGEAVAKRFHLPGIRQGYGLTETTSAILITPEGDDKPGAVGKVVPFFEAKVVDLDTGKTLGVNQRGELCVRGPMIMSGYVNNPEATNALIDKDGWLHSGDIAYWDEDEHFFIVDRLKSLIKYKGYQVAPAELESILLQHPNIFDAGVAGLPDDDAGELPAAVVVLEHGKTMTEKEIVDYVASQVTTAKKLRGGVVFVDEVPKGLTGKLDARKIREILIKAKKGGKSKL
#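 Purified P. pyralis luciferase, 10 nM final, with Km-level 10 uM D-luciferin and 10 uM ATP in 50 mM Tris acetate pH 7.5, 10 mM Mg acetate, 0.01% Tween-20, 0.05% BSA; 6-point qHTS titration about 60 µM downward; luminescence read.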
# RORg inh: qHTS for inhibitors of ROR gamma transcriptional activity; Potency, µM (highest dose often 53.6 µM), for the others: top-dose activity change, negative = inhibition, most hits filed as inhibitors; Nuclear receptor ROR-gamma (Mus musculus), P51450; Drosophila S2 Gal4-RORgamma UAS-luciferase reporter, 20 h; 310,000 tested, 5.4% active; also: potency is read from the fitted curve at half-maximal effect; % is scaled to controls: 0 for no effect and ±100 for the full control effect; nearly all actives have a fitted effect of over 60% in size
# Target sequence (P51450 whole entry, looked up, the tested form may be a part): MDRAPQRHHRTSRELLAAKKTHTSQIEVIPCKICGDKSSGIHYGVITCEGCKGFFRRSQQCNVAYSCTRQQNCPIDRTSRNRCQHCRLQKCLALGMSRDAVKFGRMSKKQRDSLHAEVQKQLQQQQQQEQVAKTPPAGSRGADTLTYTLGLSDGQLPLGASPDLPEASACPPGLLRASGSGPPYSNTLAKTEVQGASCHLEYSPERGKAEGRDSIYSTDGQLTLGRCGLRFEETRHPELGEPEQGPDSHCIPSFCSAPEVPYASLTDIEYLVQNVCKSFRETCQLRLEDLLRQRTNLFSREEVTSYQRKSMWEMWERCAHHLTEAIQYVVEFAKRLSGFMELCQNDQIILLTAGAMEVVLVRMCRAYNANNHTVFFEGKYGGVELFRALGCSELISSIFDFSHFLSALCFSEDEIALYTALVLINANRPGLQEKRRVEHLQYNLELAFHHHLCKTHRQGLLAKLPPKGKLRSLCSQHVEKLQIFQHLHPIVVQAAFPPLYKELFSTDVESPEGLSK
#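 Stable Schneider cell line, Gal4 DNA-binding domain fused to ROR gamma, UAS-luciferase. Cmpd 1 hr RT → CuSO4 700 uM final → 20 hr RT → luciferase reagent 10 min → luminescence.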
# KCNH2 3.1 block: qHTS for Inhibitors of KCHN2 3.1: Mutant qHTS; U2OS KCNH2 3.1, thallium flux FluxOr; stronger effect = lower value; activity change, % (tested at about 1.8 µM); 340,000 tested, 0.95% active;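 active = maximum activity change below -70%; inconclusive = maximum activity change from -70% to -50%; inactive = maximum activity change above -50%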;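 also: thallium influx rate constant from kinetic fluorescence after stimulation buffer; % is scaled to controls: 0 for no effect and ±100 for the full control effect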
#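 U2OS cells transduced with KCNH2 3.1 mutant virus (1.77 x 10^8 /mL, 4 h), plated overnight at 37 C, loaded 45 min with FluxOr dye plus Red40 quencher. Thallium flux rate constant from kinetic reads after stimulation buffer, normalised to controls.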
# Gal4-VP16 FLuc: VP16 counterscreen qHTS for inhibitors of ROR gamma transcriptional activity; Drosophila S2 Gal4-VP16 UAS-luciferase, luminescence, 20 h; Potency, µM (highest dose often 53.6 µM), for the others: at the highest dose activity, negative = inhibition, actives largely listed as inhibitors; 310,000 tested, 3.5% active;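 also: Gal4-VP16 expression switched on by copper sulfate through the metallothionein promoter; potency is read from the fitted curve at half-maximal effect; % is scaled to controls: 0 for no effect and ±100 for the full control effect; nearly all actives have a fitted effect of over 50% in size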
# PKM2 act: qHTS Assay for Activators of Human Muscle isoform 2 Pyruvate Kinase; Potency, µM (top dose mostly 57.5 µM), for the others: at the top dose activation, actives largely listed as activators; purified PKM2, Kinase-Glo ATP luminescence, activation; response scale: 0% is enzyme alone, no compound; 260,000 tested, 0.34% active; AID 1631, 2009; also: potency is read from the fitted curve at half-maximal effect; % is scaled to controls: 0 for no effect and ±100 for the full control effect; nearly all actives have a fitted effect of over 55% in size
#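 Kinase-Glo luminescence reports ATP generated from ADP (0.1 mM) and PEP (0.5 mM) by purified hPK-M2 after 1 h at room temperature, pH 7.2 imidazole buffer; intermediate enzyme activity allows detecting inhibitors and activators.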
# Mito fusion act: qHTS Assay for Small Molecule Inhibitors of Mitochondrial Division or Activators of Mitochondrial Fusion | 320,000 tested, 0.23% active | S. cerevisiae fusion-defective mutant growth rescue, CellTiterGlo 48 h | Potency, µM (titrated, usually from 46.1 µM), for the others: at the top dose growth rescue (activation), most hits filed as activators;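 also: potency is read from the fitted curve at half-maximal effect; % of control where 0% means no effect; nearly all actives have a fitted effect of over 45% in size; temperature-sensitive fusion mutants such as fzo1-1 at 37 °C on non-fermentable ethanol glycerol medium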
#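 Luminescent cell viability in 1536-well qHTS format served as the measure of rescued growth in ts fusion-mutant S. cerevisiae cultured on non-fermentable YPEG for 48 hours at 37C.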
# Menin MLL FP TR: qHTS Assay for Inhibitors Targeting the Menin-MLL Interaction in MLL Related Leukemias: Competition With Texas Red Labeled MLL-derived Mutant Peptide; Potency, µM (series often up to 61.6 µM), inactives show top-dose FP activity change, negative = inhibition, hits mostly inhibitors; O00255; 270,000 tested, 0.23% active; Menin + Texas Red MLL mutant peptide, fluorescence polarization; active = well fitted inhibition curve with a large enough effect in the polarisation, with a control signal flat, not every such curve was filed as active; inconclusive = small, poorly fitted or top-dose-only effect, or effect the other way, or a change in a side signal; inactive = no such curve, though single readings can be large or run the other way; the % refers to the polarisation; also: potency is read from the fitted curve at half-maximal effect; % of control where 0% means no effect; many of its hits are not listed in these tables
# ELG1 DNA repair: qHTS screen for small molecules that inhibit ELG1-dependent DNA repair in human embryonic kidney (HEK293T) cells expressing luciferase-tagged ELG1 | AID 504467, 2011 | Potency, µM (titrated, usually from 46.1 µM), for inactives: at the highest dose activity change, negative = inhibition, most hits filed as inhibitors | HEK293T ELG1-luciferase reporter, luminescence, 16 h; DNA damage induced by 5-fluorouridine | 330,000 tested, 2.3% active; also: potency is read from the fitted curve at half-maximal effect; % is scaled to controls: 0 for no effect and ±100 for the full control effect; nearly all actives have a fitted effect of over 55% in size
#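 Quantitative HTS, concentration-response format. 2,000 cells/well co-treated with 5-fluorouridine and compound, 16 hr in 5% CO2 at 37 °C; ONE-Glo luminescence read after 30 min.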
# NPC1 prom act: qHTS Assay for NPC1 Promoter Activators; Potency, µM (titrated, usually from 9.22 µM), for inactives: top-dose activation, usual class: activators; Huh7 NPC1 promoter luciferase reporter, 24 h; 320,000 tested, 2.4% active;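 also: potency is read from the fitted curve at half-maximal effect; % of control where 0% means no effect; nearly all actives have a fitted effect of over 60% in size; reporter is driven by a mutant NPC1 promoter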
#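 Compounds in DMSO were transferred onto Huh7 NPC1-luciferase reporter cells pre-incubated 2 h; after 24 h at 37 °C, Amplite reagent was dispensed and luminescence recorded 10 min later.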
# * marks the source's active call; other numbers are inactive results; u = inconclusive; x = not tested or not shown; & = joins results of further samples; [ ] = remark or other dose. Unless noted, calls follow the shape of the dose curve; as a rule, active = well fitted curve in the direction sought with a large enough effect; inconclusive = small, poorly fitted or top-dose-only effect, or another doubt; inactive = no such curve, though single readings can be large; an effect the other way counts as inactive or inconclusive. An excerpt. The share of hits here may be higher or lower than overall.
SMILES,MBNL1-CUG inh,Rab9 promoter act,FLuc counter,RORg inh,KCNH2 3.1 block,Gal4-VP16 FLuc,PKM2 act,Mito fusion act,Menin MLL FP TR,ELG1 DNA repair,NPC1 prom act
CCOC(=O)c1cccc(N2C(=O)C3C(C(=O)NC4CC4)C4(C)C=CC3(O4)C2C(=O)NC(C)(C)C)c1 (stereo not given),-2%,1%,3%,-27%,-12,2%,1%,-3%,1%,-5%,-2%
COc1ccc(C(=O)Nc2nc(-c3cccs3)c(NC(C)=O)s2)cc1,48%[activator],24%,-3%,4%,-10,-17%,5%,-2%,16%,u,-2%
CN(CC(=O)NC1CCCCCC1)S(=O)(=O)c1ccc(Br)cc1,-8%,0%,4%,6%,-13,-13%,2%,-3%,-1%,1%,0%
COc1ccc(OC)c2sc(NC(=O)c3cccc(N4C(=O)CCC4=O)c3)nc12,7%,0%,2%,-27%,-1,-5%,-4%,3%,x,-3%,-1%
Cc1c(Cc2ccccc2)c(=O)oc2cc(OCC(=O)NC(Cc3ccc(Cl)cc3)C(=O)O)ccc12 (stereo not given),-9%,-1%,1%,-4%,2,-4%,0%,1%,38%[activator],1%,1%
Brc1ccc2c(c1)C(C1=NCCN1)c1ccccc1CS2 (stereo not given),-5%,-27%,2%,-5%,-22,-6%,8%,-15%,-8%,u,-20%
CCn1c(N2CCC(C)CC2)nc2c1c(=O)n(C)c(=O)n2C,-9%,4%,1%,16%,6,-3%,-1%,0%,0%,-1%,0%
Cc1ccc(C(=O)N2CCC(n3nccc3NC(=O)c3ccccc3C)CC2)cn1,3%,10%,1%,-8%,x,-15%,-2%,-4%,x,-7%,1%
COc1cccc(C2CNC3(CCCC(C)C3)c3[nH]c4ccccc4c32)c1OC (stereo not given),-16%,-4%,0%,-21%,-31,7%,x,-43%[inhibitor],u,-1%,0%
CCCNC(=S)Nc1cc2oc3ccccc3c2cc1OC,-1%,-1%,u,4.5µM*,-11,7.1µM*,x,-13%,x,5%,11%
CCCC(C)C(=O)Nc1cccc(NC(C)=O)c1 (stereo not given),-5%,-1%,1%,-2%,-92*,2%,-1%,2%,0%,1%,8%
Cc1ccc(NC(=O)N2CCCC2C(=O)NCc2ccccc2Cl)cc1 (stereo not given),-3%,-5%,-1%,-4%,7,-2%,0%[11.5 µM],1%,6%,-19%,-5%
COC(=O)c1ccc(COc2ccc(CNCc3ccc(Cl)cc3)cc2)cc1,2%,u,-13%,-14%,4,u,x,-1%,-26%,u,u
CCOC(=O)c1c(C)[nH]c(C(=O)CSc2nnnn2-c2ccc(C)cc2)c1C,0%,-4%,0%,-21%,3,14%[0.365 µM],5%,-5%,7%,4%,-4%
C=CCN(c1ccccc1C(=O)NCC(=O)OCC)S(=O)(=O)c1ccc(C)cc1,-10%,-10%,-1%,0%,4,-6%,2%,5%,x,-10%,0%
CC(C)c1ccccc1NC(=O)COc1ccc(C(=O)NCCc2ccccc2)cc1,-5%,-4%,1%,u,-1,18µM*,3%,-7%,2%,-15%,-3%
NS(=O)(=O)c1ccc(-c2ccc(/C=C3\SC(=O)NC3=O)o2)cc1,u,-1%,13µM*,-20%,14,3%,5%,4%,43%[activator],-2%,0%
CCNC(=O)C(C)Oc1ccc(Cl)cc1Cl (stereo not given),5%,9%,0%,0%,17,-23%,1%,-2%,-7%,12%,-1%
C=CCNc1nc(N)c([N+](=O)[O-])c(Nc2ccccc2OC)n1,7%,-3%,4%,-17%,-3,0%,x,-40%[inhibitor],-2%,-7%,-1%
CC(C)NC(=S)N/N=C/c1cc(Br)ccc1O,x,1%,u,5µM*,1,4.5µM*,0%,7%,u,-8%,0%
O=C(CCc1ccccc1)NNC(=O)C12CC3CC(CC(C3)C1)C2,-3%,3%,-2%,15%,6,-5%,-4%,0%,9%,18%,1%
COc1cccc(-n2c(COc3ccccc3C)nnc2SCC(=O)O)c1,-4%,-2%,3%,11%,12,3%,4%,4%,-1%,5%,0%
O=C(Nc1nc(-c2ccco2)c(-c2ccco2)s1)C1CC(=O)N(c2ccc3c(c2)OCCO3)C1 (stereo not given),24%,-5%,4%,39%,12,-2%,28%,-4%,u,u,-3%
CC(C)NC(=O)c1sc2nc3c(c(-c4cccs4)c2c1N)CN(C)CC3,12%,1%,0%,-16%,-4,5%,-4%,-1%,-7%,-1%,-2%
CC(=O)Nc1ccc(N(C(=O)CNC(=O)c2ccco2)C(C(=O)NCc2ccco2)c2ccccc2)cc1 (stereo not given),-11%,2%,-2%,16%,-9,8%,2%,0%,x,1%,-3%
COc1ccccc1C(=O)n1nc(-c2cccnc2)nc1NCc1ccccc1,-17%,-4%,1%&4%,2%,11,10%,-5%,18%,5%,0%,-4%
Cc1ccc(NC(=O)CN2CCN(CCN=CC3=C(O)CC(c4ccc(C)cc4)CC3=O)CC2)cc1 (stereo not given),6%,0%,2%,17%,-8,1%,0%,-3%,-10%,7%,0%
COc1ccc(OC)c(C2=NOC(C(=O)NCc3cccs3)C2)c1 (stereo not given),10%,-6%,-4%,20%,-5,1%,-7%,-2%,-11%,-5%,-15%
O=C(NCc1ccco1)c1cc2nc(C3CC3)cc(C(F)(F)F)n2n1,-2%,-11%,0%,4%,-13,5%,-1%,2%,7%,-3%,-1%
Cc1sc(-c2ccccn2)nc1OC(=O)c1cccc(Cl)c1Cl,2%,-7%,3%,6%,-25,-7%,-2%,4%,14%,6%,1%
Cc1sc2nc(COC(=O)C(NC(=O)c3ccc(Cl)cc3Cl)C(C)C)[nH]c(=O)c2c1C (stereo not given),4%,-12%,4%,8%,2,-2%,14%,1%,-9%,-6%,1%
CCN1C(=O)N(CC)C2C1N(C(C)=O)C(=O)N2C(C)=O (stereo not given),-4%,-5%,6%,-44%,13,-4%,0%,-1%,18%,2%,-2%
COc1cc(OC)cc(C(=O)Nc2nnc(-c3cccnc3)o2)c1,0%,-9%,-13%,1.4µM*,12,4.5µM*,1%,7%,3%,u,-4%
COc1ccccc1C(=O)Nc1sc2c(c1C(=O)NCc1ccco1)CCCC2,2%,1%,0%,39%,9,9%,-12%,0%,21%,2%,-1%
COc1ccccc1-c1nnc(NC(=O)c2ccc(S(=O)(=O)N3CCOCC3)cc2)o1,0%,-6%,0%,0.71µM*,5,0.63µM*,1%,5%,x,u,4%
CCOC(=O)c1ccc(-c2ccc3c(c2)CCC3)nc1C,-4%,1µM*,1.5µM*,-23%,12,4%,x,-34%[inhibitor],-15%,u,1.6µM*
Cc1cc(C(F)(F)F)nn1CC(=O)NCc1ccccc1,10%,-4%,2%,11%,2,-6%,3%,1%,0%,-5%,0%
CC(=O)NN1C(=O)c2ccccc2NC1c1ccccn1 (stereo not given),-17%,1%,-1%,-20%,1,-13%,-7%,-3%,5%,5%,-2%
CSCC[C@H](NC(=O)c1cccs1)C(=O)N1CCC2(CC1)NCCc1[nH]cnc12,-6%,5%,-1%,0%,-7,-7%,x,2%,1%,19%,-1%
Cc1ccc(CSc2nnc(-c3ccncc3)o2)c(C)c1,-11%,-7%,-14%,-2%,-10,9%,-4%,2%[9.22 µM],u,-14%,-3%
O=CNC(Cc1ccccc1)C(=O)O (stereo not given),-1%,4%,2%,3%,4,0%,-5%,-1%,3%,3%,-3%
COc1ccc(/C=C2\SC(=S)N(CCC(=O)N3CCCCC3)C2=O)cc1,5%,-5%,u,-9%,6,1%,0%,8%,-1%,3%,-8%
NNC(=O)COc1ccc(F)cc1,x,-2%,5%,u,-10,u,0%,-2%,-3%,-4%,-8%
